Bioassay records as filed in PubChem.
D2 PAM: positive allosteric modulators of human D2 dopamine receptor | hit rate 0.34% among 340,000 | P14416 | AID 485347 | HEK293 T-REx D2, calcium flux, EC20 dopamine potentiation | potentiation, % at 10 µM;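 active = potentiation over 3 SD above the plate norm, cut at about 30% in these data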; note: 0% is about no effect
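Using a no-wash calcium dye in inducible, force-coupled HEK293 Trex cells expressing D2, we tracked fluorescence each second for 180 s after compound, then for 180 s after EC20 dopamine to detect augmented signalling.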
D2 antag: D2 dopamine receptor (human) antagonism. P14416. HEK293 TREx D2 cells, calcium flux, dopamine EC80. inhibition, % at 10 µM. hit rate 2% among 340,000. AID 485344; in the data active = inhibition above about 30%; note: 0% is about no effect
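Measurement of antagonist activity uses fluorescent calcium dye in inducible HEK293 T-REx D2 cells: 10 s baseline, compound addition with 180 s read, EC80 dopamine addition with a further 180 s read.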
D1 antagonist: human D1 dopamine receptor antagonism | P21728 | activity change, negative = inhibition, % at 10 µM | HEK293 TREx D1 cells, calcium flux, dopamine EC80; stronger effect = lower value | hit rate 3.2% among 360,000; in the data active = activity change below about -30%; note: % is set by controls: 0 for no effect and ±100 for the full control effect
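Allosteric or orthosteric antagonism assessed as attenuation of the calcium response to EC80 dopamine, added 180 s after compound, in induced HEK293 Trex D1 cells loaded with no-wash calcium dye.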
TRHR ag: activates the human TRH receptor; P34981; TRHR cells, calcium flux fluo-8, FDSS agonist mode; activation, % at 2 µM; hit rate 0.18% among 360,000; note: 0% is about no effect
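In this calcium-flux screen, cells bearing human TRHR are dye-loaded with fluo-8, baselined for 10 cycles, then exposed to library compounds; positive kinetic calcium responses during the agonist phase mark hits, with TRH as control.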
RXFP1 antag: RXFP1 (human) relaxin receptor antagonism; hit rate 0.59% among 350,000; Q9HBX9; activity change, negative = inhibition, % at 57.5 µM; HEK293-RXFP1, relaxin-stimulated cAMP HTRF, 30 min; stronger effect = lower value;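 active = activity change of -60% or lower, but not beyond a set lower limit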; note: % is set by controls: 0 for no effect and ±100 for the full control effect
Target sequence (Q9HBX9 whole entry, looked up): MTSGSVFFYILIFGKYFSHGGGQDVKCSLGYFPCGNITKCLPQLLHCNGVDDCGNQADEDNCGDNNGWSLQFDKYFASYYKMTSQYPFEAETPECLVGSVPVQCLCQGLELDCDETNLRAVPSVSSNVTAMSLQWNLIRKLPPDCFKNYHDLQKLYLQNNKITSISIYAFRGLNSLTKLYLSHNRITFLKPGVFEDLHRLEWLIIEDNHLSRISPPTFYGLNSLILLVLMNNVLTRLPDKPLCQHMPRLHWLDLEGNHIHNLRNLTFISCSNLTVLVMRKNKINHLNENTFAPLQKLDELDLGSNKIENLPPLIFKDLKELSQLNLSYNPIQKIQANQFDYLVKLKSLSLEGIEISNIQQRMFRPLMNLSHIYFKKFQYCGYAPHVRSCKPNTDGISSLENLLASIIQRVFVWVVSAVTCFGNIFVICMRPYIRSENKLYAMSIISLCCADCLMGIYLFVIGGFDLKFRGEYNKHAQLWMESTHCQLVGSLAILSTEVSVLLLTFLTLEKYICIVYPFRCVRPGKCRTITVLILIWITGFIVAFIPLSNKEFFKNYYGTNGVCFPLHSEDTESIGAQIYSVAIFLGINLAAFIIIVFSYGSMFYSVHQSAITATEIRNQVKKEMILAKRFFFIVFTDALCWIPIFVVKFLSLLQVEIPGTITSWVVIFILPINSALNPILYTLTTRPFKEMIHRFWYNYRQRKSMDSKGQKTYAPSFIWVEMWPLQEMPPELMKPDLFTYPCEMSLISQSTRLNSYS
D1 PAM: human D1 dopamine receptor positive modulation; potentiation, % at 10 µM; HEK293 TREx D1 cells, calcium flux, dopamine EC20 potentiation; AID 504651; hit rate 0.036% among 360,000; in the data active = potentiation above about 30%; note: 0% is about no effect
D1 ag: activates the human D1 dopamine receptor. HEK293 T-REx D1 cells, calcium flux, agonist mode. P21728. activation, % at 2 µM. hit rate 1% among 360,000; note: 0% is about no effect
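Inducible HEK293 T-REx D1 cells, force-coupled to calcium signalling, were plated at 4000 cells/well with tetracycline and held overnight at 30 C. After no-wash calcium dye loading, compound-evoked calcium rise over 180 s flagged agonists.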
TRHR PAM: allosteric enhancers of human TRH receptor. P34981. TRHR cells, fluo-8 calcium fluorescence, EC20 TRH enhancement. enhancement, % at 2 µM. hit rate 0.66% among 360,000; in the data active = enhancement above about 30%; note: 0% is about no effect
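TRHR-expressing cells loaded with fluo-8 calcium dye were read kinetically (ex 480/em 530) during compound addition, then stimulated with an EC20 of TRH (10 nM final). Enhancement of the Gq-mediated intracellular calcium response was scored.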
D2 agonist: agonists of human D2 dopamine receptor; HEK293 T-REx D2 cells, calcium flux agonist mode; activation, % at 2 µM; hit rate 0.53% among 340,000;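 active = activation over 3 SD above normal in the single-dose calcium agonist read, cut at about 30% in these data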; note: 0% is about no effect
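Tetracycline-induced HEK293 Trex cells with D2 receptor force-coupled to calcium signaling, plated overnight at 30 C and loaded with no-wash calcium dye. Calcium flux read kinetically for 180 s after compound addition; responses flag agonists.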
* hit, by the source's call; x = not tested or not shown; & = joins results of further samples. Cut-off read from the data, not from the text of the source, unless noted: active = activation above about 30%; inactive = the rest.

# | SMILES | D2 PAM | D2 antag | D1 antagonist | TRHR ag | RXFP1 antag | D1 PAM | D1 ag | TRHR PAM | D2 agonist
1 | COc1cccc(NC(=O)COc2coc(CN3CCN(c4ccccc4)CC3)cc2=O)c1 | -2 | 7 | -7 | -0.4 | -9 | 5 | -1 | 8 | -0.3
2 | CCc1ccc2c(c1)c(=O)c(S(=O)(=O)c1ccc(Cl)cc1)cn2CC | 7 | x | 5 | -1.1 | -5 | 0 | 1 | 11 | 2.1
3 | COCCNC(=O)c1c(N)n(/N=C/c2cccs2)c2nc3ccccc3nc12 | 14 | -9 | -5 | 0.1 | 14 | -6 | 0 | 6 | -0.2
4 | Cc1ccc(Nc2nc3ccccc3c(=O)s2)cc1C | 7 | -4 | 7 | 0.3 | -30 | 0 | 1 | 5 | 1.8
5 | CCc1nc(SCC(=O)Nc2ccc3c(c2)OCCO3)c2oc3ccccc3c2n1 | -3 | -19 | -34* | -0.1 | x | 5 | 2 | 2 | 0.2
6 | Cc1cc(C)c2c(=O)cc(CSCC(=O)Nc3ccccc3Cl)[nH]c2c1 | 6 | x | 10 | -0.8 | -7 | 1 | 2 | 6 | 0.2
7 | CCCCCCC(=O)Nc1nc(C)c(-c2csc(Nc3cc(Cl)ccc3C)n2)s1 | 10 | -13 | 15 | -0.3 | x | -5 | -1 | 18 | 0.8
8 | COCCn1c(N)c(Sc2ccc(Cl)cc2)c(=O)[nH]c1=O | 5 | -2 | 0 | 0.8 | -10 | -5 | 1 | 0 | 0.6
9 | Cc1ccc(CNCC(=O)Nc2ccc(N3CCOCC3)cc2)cc1 | -21 | 7 | 8 | -0.9 | 3 | 0 | 3 | -3 | -1.5
10 | CC(Sc1nc(N)c2c3c(sc2n1)CSC(C)(C)C3)C(=O)Nc1ccccc1 (configuration not stated) | -10 | -9 | 3 | 0.0 | -17 | -2 | 3 | -5 | 0.1
11 | O=S(=O)(c1cccc(NC(=S)N2CCN(c3cccc(Cl)c3)CC2)c1)C(F)F | x | x | -4 | -1.2 | -31 | -10 | 3 | 3 | x
12 | CCOc1ccc2nc(N(CCCN(C)C)C(=O)c3ccc(S(=O)(=O)N4CCCC4)cc3)sc2c1 | 7 | 31* | 1 | 2.1 | -6 | -2 | 12 | 5 | 1.7
13 | O=C(CN(Cc1cccs1)S(=O)(=O)c1ccc(S(=O)(=O)N2CCCCC2)cc1)Nc1ccccc1 | 4 | -3 | -11 | 0.2 | 3 | -3 | -1 | -3 | 3.9
14 | COc1ccc(C(=O)Nc2ccc(S(=O)(=O)N3CCCC3)cc2)cc1 | 4 | 0 | 2 | 0.9 | 2 | 1 | 3 | -5 | -0.3
15 | Nc1nnc(SCC(=O)Nc2ccc3c(c2)OCCO3)s1 | 21 | -14 | -4 | -0.2 | -1 | -5 | -1 | 9 | 0.7
16 | COc1cc(C(=O)NCC(=O)N/N=C/c2c(C)[nH]c3ccccc23)cc(OC)c1OC | -13 | -8 | 6 | -0.3 | 8 | 2 | 0 | -6 | -1.5
17 | COc1cc(/C=C/C(=O)OCC(=O)N2CCCc3ccccc32)ccc1OCC#N | 13 | -28 | 0 | 0.6 | 12 | -4 | 3 | -2 | 0.5
18 | CC(C)c1ccc2oc(-c3ccc(NC(=O)c4cc5ccccc5o4)cc3)nc2c1 | x | x | -12 | -0.2 | x | 2 | 3 | 11 | -0.6
19 | COc1ccc(Cl)cc1NC(=O)CC1CCCC1 | 8 | -8 | -20 | -0.5 | -7 | 3 | -1 | 1 | 1.1
20 | COc1ccc(-n2c(O)c(/C=N/n3cnnc3)c3ccccc3c2=O)cc1 | x | x | -16 | -0.1 | -9 | 2 | 1 | 1 | x
21 | OCCN1CCN(c2ncnc3nc[nH]c23)CC1 | -9 | 34* | -5 | 0.2 | x | 0 | 0 | -5 | 1.2
22 | COc1ccccc1CNCc1ccc(OC)c(OC)c1OC | 0 | -8 | -23 | 0.9 | -18 | -10 | 6 | 2 | 0.6
23 | Nc1cc(C(=O)OCC(=O)NCC2CCCO2)ccc1Cl (configuration not stated) | 9 | 20 | -2 | -0.4 | -1 | -3 | 3 | -4 | -0.4
24 | CC1=N/C(=C\c2ccc([N+](=O)[O-])cc2)C(=O)N1c1cc(Cl)ccc1C | 2 | 4 | -28 | -0.9 | -14 | -4 | 9 | -8 | 1.1
25 | COc1ccc(OC)c2c1C(=O)C(Cl)=C(Cl)C2=O | 13 | 4 | -27 | -0.1 | x | -8 | 10 | -2 | 5.7
26 | CCOc1cccc(-c2c(C(=O)N/N=C/c3c(F)cccc3Cl)nnn2-c2nonc2N)c1 | 4 | -1 | 7 | 0.0 | -23 | 11 | 7 | 6 | -0.4
27 | Cc1ccc(C(=O)CSc2nnc(-c3snnc3C)n2C2CC2)cc1 | 2 | -6 | 27 | -1.1 | 1 | -1 | 2 | -2 | -2.0
28 | N#Cc1nc(COc2ccc(Cl)cc2Cl)oc1N1CCN(c2ccccc2)CC1 | -9 | 8 | -11 | 0.2 | -3 | -10 | 3 | -2 | -0.2
29 | Cc1ccc(SCc2c(C(=O)N/N=C/c3cccnc3)nnn2-c2nonc2N)cc1 | -2 | -10 | -5 | 0.7 | -106* | 0 | 4 | -3 | 0.0
30 | CC(=O)Nc1nnc(S(=O)(=O)N2CCN(c3ccc(Cl)cc3[N+](=O)[O-])CC2)s1 | 12 | -8 | 0 | -0.9 | -12 | -1 | 2 | 5 | -0.6
31 | COc1ccc(-c2nc3sc(CCNC(=O)c4cc(Cl)ccc4OC)c(C)n3n2)cc1 | -1 | x | x | 0.2 | x | 0 | 4 | -5 | -0.5
32 | Cc1ccc(C2(C)NC(=O)N(CC(=O)c3ccc(Cl)s3)C2=O)cc1 (configuration not stated) | 6 | -10 | 4 | 0.0 | -11 | -2 | 21 | 4 | 0.0
33 | O=S(=O)(c1ccc(NC(=S)NC2CC2)cc1)N1CCOCC1 | -8 | 0 | -1 | -2.2 | -6 | -4 | 2 | -2 | -0.3
34 | COc1ccc(C(=O)N2CCN=C2SC)cc1 | 2 | -7 | 8 | -0.3 | -7 | 0 | 1 | -1 | 0.4
35 | COc1ccc(OCC(=O)Nc2cc(-c3nn(C)c(=O)c4ccccc34)ccc2N2CCOCC2)cc1 | x | x | 4 | -0.1 | -9 | -8 | 1 | -5 | x
36 | Cc1cc(C)cc(N(C(=O)Cn2nnc3ccccc32)C(C(=O)NCc2ccco2)c2ccncc2)c1 (configuration not stated) | -5 | 19 | 1 | -0.8 | -6 | 2 | 6 | -9 | -0.8
37 | Cc1cc(N)n(-c2ccc3ccccc3c2)n1 | 15 | 8 | -29 | -1.0 | 7 | -3 | 1 | -1 | 0.4
38 | COc1ccc(/C=N/NC(=O)c2ccccc2OC)cc1COc1ccc(C)cc1 | 4 | -13 | 18 | -0.7 | -16 | -2 | 4 | 1 | 0.1
39 | Cc1n[nH]c(=S)n(/N=C/c2ccccn2)c1=O | 0 | -63 | 3 | 0.4 | -8 | -2 | 1 | -2 | 0.5
40 | CCOc1ccc(NC(=O)Cn2cc(S(=O)(=O)NC)c(S(=O)(=O)NC)c2)cc1 | 0 | x | -4 | 0.5 | -11 | -1 | 3 | -4 | x
41 | Cn1c(=O)c(=O)n(C)c2cc(S(=O)(=O)N3CCN(c4ccc(F)cc4)CC3)ccc21 | 9&-17 | 18 | -22&-12 | -0.7&-0.9 | -2 | -1&1 | 1&0 | 7&3 | 0.8&0.3
42 | COc1ccc(C2C(=O)N(C3CCCCC3)CC(=O)N2CCc2ccccc2)cc1OC (configuration not stated) | -3 | -8 | -4 | -0.6 | -17 | 5 | 0 | 5 | -0.4
43 | S=c1[nH]c2cc(Cl)c3cccnc3c2o1 | 6 | -2 | 7 | -0.5 | 4 | -2 | 5 | -4 | 0.3
44 | COc1ccc(/C=N/Nc2nc(N3CCCC3)nc(N3CCCC3)n2)cc1O | 8 | 1 | 2 | -0.7 | 3 | -6 | 0 | -11 | -0.9
45 | CC(C)c1ccc(C(=O)Nc2ccc(CN3CCOCC3)cc2)cc1 | 0 | 0 | -1 | 0.8 | 11 | -5 | 13 | 3 | 2.3
46 | COc1ccc(C)cc1NC(=S)NN1CCN(C)CC1 | 3 | -24 | x | 0.6 | 1 | -6 | 0 | -4 | 0.2

Eleven compounds from above, ordered by number of heavy atoms, lowest first.
# | SMILES | D2 PAM | D2 antag | D1 antagonist | TRHR ag | RXFP1 antag | D1 PAM | D1 ag | TRHR PAM | D2 agonist
43 | S=c1[nH]c2cc(Cl)c3cccnc3c2o1 | 6 | -2 | 7 | -0.5 | 4 | -2 | 5 | -4 | 0.3
39 | Cc1n[nH]c(=S)n(/N=C/c2ccccn2)c1=O | 0 | -63 | 3 | 0.4 | -8 | -2 | 1 | -2 | 0.5
46 | COc1ccc(C)cc1NC(=S)NN1CCN(C)CC1 | 3 | -24 | x | 0.6 | 1 | -6 | 0 | -4 | 0.2
33 | O=S(=O)(c1ccc(NC(=S)NC2CC2)cc1)N1CCOCC1 | -8 | 0 | -1 | -2.2 | -6 | -4 | 2 | -2 | -0.3
32 | Cc1ccc(C2(C)NC(=O)N(CC(=O)c3ccc(Cl)s3)C2=O)cc1 (configuration not stated) | 6 | -10 | 4 | 0.0 | -11 | -2 | 21 | 4 | 0.0
45 | CC(C)c1ccc(C(=O)Nc2ccc(CN3CCOCC3)cc2)cc1 | 0 | 0 | -1 | 0.8 | 11 | -5 | 13 | 3 | 2.3
30 | CC(=O)Nc1nnc(S(=O)(=O)N2CCN(c3ccc(Cl)cc3[N+](=O)[O-])CC2)s1 | 12 | -8 | 0 | -0.9 | -12 | -1 | 2 | 5 | -0.6
38 | COc1ccc(/C=N/NC(=O)c2ccccc2OC)cc1COc1ccc(C)cc1 | 4 | -13 | 18 | -0.7 | -16 | -2 | 4 | 1 | 0.1
31 | COc1ccc(-c2nc3sc(CCNC(=O)c4cc(Cl)ccc4OC)c(C)n3n2)cc1 | -1 | x | x | 0.2 | x | 0 | 4 | -5 | -0.5
42 | COc1ccc(C2C(=O)N(C3CCCCC3)CC(=O)N2CCc2ccccc2)cc1OC (configuration not stated) | -3 | -8 | -4 | -0.6 | -17 | 5 | 0 | 5 | -0.4
35 | COc1ccc(OCC(=O)Nc2cc(-c3nn(C)c(=O)c4ccccc34)ccc2N2CCOCC2)cc1 | x | x | 4 | -0.1 | -9 | -8 | 1 | -5 | x
